Source: PubChem BioAssay (Sanford-Burnham Center for Chemical Genomics)
NALP3 yeast inh – NALP3 inhibition in yeast. Yeast reconstituted NLRP3/ASC/caspase-1, beta-gal luminescence, 24 h. inhibition, % at 10 µM. actives 0.39% (n = 330,000). AID 2825;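 active = inhibition of 50% or more; inactive = inhibition below 50%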;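 note: plate controls were induced DMSO wells for no effect and uninduced yeast grown without galactose for full effect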
HKDC1 inh – inhibitors of human hexokinase HKDC1 | inhibition, % at 20 µM | Q2TB90 | recombinant HKDC1, G6PDH/diaphorase resazurin coupled fluorescence | actives 0.16% (n = 340,000);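 active = inhibition above about 35% when tested at 20 µM, limit read from the data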;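 note: plate controls were DMSO wells with enzyme for no effect and DMSO wells lacking enzyme for full effect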
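Test system: recombinant HKDC1 (HK5) hexokinase enzyme, produced in-house; Amount: enzyme 5 µg/mL final; Buffer or medium: Tris pH 8.0 buffer with MgCl2, Tween-20, BSA, BME; Reagent: glucose and ATP substrates; Doses: 20 µM test compound, 1% DMSO; Incubation: 90 min reaction incubation at room temperature, dark; Detection: resorufin fluorescence at 613 nm.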
SENP6 inh – SENP6 protease inhibition | Q9GZR1 | inhibition, % at 10 µM | actives 1.8% (n = 330,000) | AID 2599 | Recombinant SENP6 catalytic domain, aminoluciferin luminescence;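 active = inhibition above about 50% at the single tested dose, limit read from the data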;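 note: plate controls were DMSO wells with enzyme for no effect and DMSO wells lacking enzyme for full effect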
Target sequence (Q9GZR1 628-1112 limits assumed): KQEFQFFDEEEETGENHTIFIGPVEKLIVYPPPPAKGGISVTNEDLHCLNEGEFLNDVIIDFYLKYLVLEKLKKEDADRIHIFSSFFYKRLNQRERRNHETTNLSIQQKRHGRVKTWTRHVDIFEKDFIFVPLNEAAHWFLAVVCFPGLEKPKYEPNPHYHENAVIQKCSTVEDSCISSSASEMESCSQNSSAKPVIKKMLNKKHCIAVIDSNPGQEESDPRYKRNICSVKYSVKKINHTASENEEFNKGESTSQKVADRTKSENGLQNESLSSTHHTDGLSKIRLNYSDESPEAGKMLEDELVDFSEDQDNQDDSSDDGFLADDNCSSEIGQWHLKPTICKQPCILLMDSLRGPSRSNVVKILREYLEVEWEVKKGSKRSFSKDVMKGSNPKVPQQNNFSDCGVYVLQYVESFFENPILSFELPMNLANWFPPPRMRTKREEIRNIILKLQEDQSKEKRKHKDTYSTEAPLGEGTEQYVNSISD
SENP8 block-1 – SENP8 (human) protease inhibition. recombinant SENP8, Nedd8 substrate fluorescence. actives 0.64% (n = 360,000). AID 602440. inhibition, % at 20 µM; in the data active = inhibition mostly above about 40%, no sharp cut-off; inactive = mostly below about 27%
Target sequence (Q96LD8 whole entry, looked up): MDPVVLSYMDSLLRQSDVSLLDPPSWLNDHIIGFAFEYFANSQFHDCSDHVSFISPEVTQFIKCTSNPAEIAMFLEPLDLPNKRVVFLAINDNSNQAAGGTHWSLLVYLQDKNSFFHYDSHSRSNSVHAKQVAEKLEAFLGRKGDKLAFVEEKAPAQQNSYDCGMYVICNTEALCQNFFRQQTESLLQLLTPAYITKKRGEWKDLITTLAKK
SENP7 inh – blocks the human protease SENP7; recombinant SENP7, Z-RLRGG-aminoluciferin luminescence, 40 min; inhibition, % at 5 µM; actives 1.5% (n = 330,000); AID 434973;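 active = inhibition above about 50% at the single test dose, limit read from the data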;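 note: plate controls were DMSO with enzyme for no effect and no enzyme buffer wells for full effect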
SENP1 inh – SENP1 (human) catalytic domain inhibition | Q9P0U3 | recombinant SENP1 catalytic domain, CyPet-SUMO1-YPet FRET cleavage | inhibition, % at 10 µM | AID 624204 | actives 0.21% (n = 360,000);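 active = inhibition at least 30% at 10 µM, raw YFP signal under a set limit, fluorescence ratio 0.5 to 1.5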;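 note: 0% = enzyme with DMSO and 100% = no enzyme wells; some results filed as inactive read as strong as hits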
Target sequence (Q9P0U3 419-644 limits assumed): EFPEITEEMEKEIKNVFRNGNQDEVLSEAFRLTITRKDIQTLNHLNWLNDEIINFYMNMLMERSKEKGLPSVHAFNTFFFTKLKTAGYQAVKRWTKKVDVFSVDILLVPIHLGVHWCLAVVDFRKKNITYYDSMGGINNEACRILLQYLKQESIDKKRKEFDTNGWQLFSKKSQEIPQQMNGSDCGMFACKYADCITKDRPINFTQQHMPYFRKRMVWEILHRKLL
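System: Recombinant human SENP1 catalytic domain, His6-tagged | Incubation: Enzyme reaction for 50 min at room temperature, dark | Medium: Tris pH 8 with BME, BSA, NP40 and catalase | Also added: 25 nM SUMO1 FRET substrate | Compound: 10 µM single point, 0.5% DMSO | Measured by: FRET fluorescence in CFP and YFP emission channels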
PfGluPho inh – PfG6PD (Plasmodium falciparum) enzyme inhibition. inhibition, % at 20 µM. AID 504690. actives 0.78% (n = 350,000). PfGluPho enzyme, NADPH resazurin-diaphorase fluorescence;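 active = inhibition reaching at least a set limit at 20 µM in the primary screen, cut at about 59% in these data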;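 note: 0% = DMSO wells with substrate and 100% = DMSO wells lacking glucose-6-phosphate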
SENP8 block-2 – SENP8 protease inhibition; Q96LD8; purified SENP8, Z-RLRGG-aminoluciferin cleavage, luminescence; inhibition, % at 10 µM; actives 1.2% (n = 330,000); AID 2540; in the data active = inhibition above about 50%
Apaf-1 inh – inhibitors of human Apaf-1 apoptosome | reconstituted apoptosome caspase-3 activity, DEVD-Rh110 fluorescence | inhibition, % at 20 µM | actives 0.71% (n = 330,000); active = inhibition of at least 40% at 20 µM;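 note: plate controls were DMSO wells for no effect and DEVD-CHO caspase inhibitor wells for full effect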
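Assay system: Apoptosome proteins | Medium: pH 7.5 Hepes buffer with CHAPS, BSA, DTT | Also added: Cytochrome c and DEVD-Rh110 substrate | Times: 30 min plus 50 min, RT | Detection: Rhodamine 110 fluorescence at Ex 480/Em 540 nm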
An asterisk follows results filed as active; · = not tested or not shown.

Order of values – HKDC1 inh	PfGluPho inh	Apaf-1 inh	SENP8 block-2	SENP7 inh	SENP6 inh	SENP8 block-1	NALP3 yeast inh	SENP1 inh
O=P(CCO)(c1ccccc1)c1ccccc1
  -7	6	-6	5	1	3	-375	2	2
CC1CCN(CCCNC(=O)c2ccc(CS(=O)(=O)Cc3ccccc3F)o2)CC1
  -3	16	·	·	·	·	15	·	-5
CCOc1c(Br)cc(CNCc2cccs2)cc1OC
  3	-3	7	-2	0	-5	17	39	2
Cc1nn(-c2ccccc2)c(N2CCCC2)c1/C=N/NC(=O)c1cc(-c2ccccc2)nc2ccccc12
  -5	-4	22	-14	-9	-1	11	20	3
CCN(CC)CCNC(=O)c1ccc(NC(=O)c2cccc(S(=O)(=O)N3CCc4ccccc43)c2)cc1
  -2	10	39	-3	-9	-20	-5	17	1
C[C@H](CO)N1C[C@H](C)[C@@H](CN(C)Cc2ccccc2)Oc2ccc(NC(=O)Cn3cnnn3)cc2C1=O
  -6	16	1	-5	-8	-45	-14	3	-1
Fc1ccc(CSc2nnc(-c3cccnc3)o2)cc1
  7	12	11	-14	-6	-18	8	18	0
COc1ccc(S(=O)(=O)NCc2ccccn2)cc1NC(=O)c1ccc(Cl)cc1
  -5	-11	2	-4	-5	6	19	9	3
CC1OC2(OC1C)C(=O)Nc1ccccc12 (stereo not drawn)
  -2	-7	9	2	0	-12	12	-9	3
COCCN1C(=O)N(c2cccc(C)c2)C(=O)C1CC(=O)Nc1ccc(OC)cc1 (stereo not drawn)
  -5	13	-7	5	3	7	14	13	2
Cc1cc(C)cc(NC(=S)N2CCC(NC(=O)C3CCCCC3)CC2)c1
  -9	-2	6	5	2	-9	6	15	6
O=[N+]([O-])c1ccc(/C=C/c2ccc3ccccc3n2)cc1
  7	26	5	91*	94*	93*	4	43	5
Cc1c(O)ccc(C(=O)CN2C(=O)c3ccccc3C2=O)c1O
  -1	12	-34	-4	-7	-28	30	17	0
COc1cccc(NC(=O)CN(c2cccc(F)c2)S(C)(=O)=O)c1
  -8	-1	-16	2	7	-9	18	17	2
COc1ccc(/C=C(\C#N)C(=O)ONC2=NCCCCC2)cc1
  -7	-12	0	-3	4	5	-6	23	-14
NC(=O)c1ccc(NS(=O)(=O)c2ccc(Br)s2)cc1
  6	-25	-5	-1	-8	1	9	5	-9
O=C(CCCN1C(=O)/C(=C/c2ccccc2)SC1=S)Nc1ccc(O)cc1
  -1	-14	-7	-1	0	21	13	9	4
COCCNC(=O)CSc1nccn1Cc1ccc2c(c1)OCO2
  -5	7	-5	-3	-2	-5	12	-3	1
COc1cc2c(C(=O)O)c(C)n(CC(C)C)c2c2ccccc12
  -9	-43	·	·	·	·	-324	·	-22
Cc1cc(C)nc(SCc2nnc(SCC(=O)Nc3ccc(Cl)c(C(F)(F)F)c3)o2)n1
  8	45	22	-8	-4	-57	9	17	2
NNC(=O)CNC(=O)c1cccc(Br)c1
  -1	-7	4	6	9	1	23	11	3
NC(=O)COC(=O)c1cc([N+](=O)[O-])ccc1NCCO
  -11	0	-14	-3	-4	-11	20	8	1
O=C(COC(=O)c1cc2ccccc2cc1O)NC(=O)NCc1ccco1
  6	1	15	-4	-10	17	-48	13	1
CC1=C(C(=O)OCc2ccccc2)C(c2ccccc2OC(F)F)NC(=O)N1 (stereo not drawn)
  -3	27	13	-19	-17	-23	17	15	0
CCCc1ccc(S(=O)(=O)Nc2ccc(C)c(NS(C)(=O)=O)c2)cc1
  4	-26	15	-10	-11	-31	-4	-3	5
COc1cccc(NC(=O)CCc2nc(-c3ccccc3F)no2)c1
  -4	-5	8	-9	-8	-27	-2	30	3
O=C(NCc1ccccc1Cl)c1ccc2c(c1)OCO2
  1	8	9	-4	-3	-3	1	23	1
Cc1ccccc1CN1CCC(C(=O)Nc2ccc(Oc3cccnc3)cc2)CC1
  -2	7	-15	8	18	1	20	8	-1
Fc1ccc(-c2oncc2-c2nnnn2-c2ccccc2)cc1F
  -2	11	6	-2	-2	16	16	3	2
CCOC(=O)N1CCN(C(=O)C2CCN(c3ncnc4c3sc3cccc(F)c34)CC2)CC1
  1	9	25	3	4	-11	-369	5	-23
O=C(O)CCCC(=O)Nc1ccccc1C(=O)N1CCCC1
  -4	-5	-6	-10	-5	-12	14	9	3
O=C(OCC(=O)c1ccc[nH]1)c1ccc([N+](=O)[O-])cc1
  -1	8	9	-13	2	5	19	19	-1
NC(=O)Cn1c(O)c(N=NC(=O)CNC(=O)/C=C/c2ccccc2)c2ccccc21
  -7	-15	0	0	-2	13	14	20	2
CCN1C(=O)[C@@H]2[C@@H](c3ccc(-c4ccc(Cl)c(Cl)c4)c(OC)c3)N3CCC[C@@]3(C(=O)OC)[C@@H]2C1=O
  11	21	23	-6	2	-2	-16	5	0
Cc1ccc(NCCCn2ccc(NC(=O)OCc3ccccc3)nc2=O)cc1C
  4	30	·	·	·	·	2	·	3
Nc1ccc(-c2nnc(-c3ccc(-c4ccccc4)cc3)o2)cc1
  -5	64*	8	13	70*	53*	-490	21	-18
COc1cc(S(=O)(=O)N(Cc2cccnc2)Cc2cccc(OC)c2OC)ccc1-n1cnnn1
  0	-3	8	2	4	0	14	0	-3
CN(CC(=O)Nc1ccccc1Cl)C(=O)c1ccccc1SCC(=O)N1CCCC1
  3	-12	-3	-12	-3	-3	3	17	0
CC(=O)/C=C1\SC(CC(=O)O)C(=O)N1c1ccccc1 (stereo not drawn)
  -10	-5	-15	1	-6	-6	19	9	-1
COc1ccc(/C=N\NC(=O)CCc2c(C)n[nH]c2C)c(OC)c1OC
  -5	-10	-11	1	-4	0	12	-4	3
O=C(COC(=O)c1cccnc1Nc1ccccc1F)NC1CC1
  -33	-6	1	-21	-13	-1	0	25	1
COc1ccc(S(=O)(=O)N(C)CC(=O)Nc2ccc3c(c2)OCCO3)cc1
  -4	5	8	7	-11	-9	23	5	1
O=C(Nc1ccc(CN2CCOCC2)cc1)c1ccc(-c2cccc(Cl)c2)o1
  -2	17	-19	4	6	-1	-3	17	0
CCC(C)NC(=O)CCn1c(-c2ccccc2)cc(C(C)=O)c1C (stereo not drawn)
  -7	0	0	2	-1	0	13	12	0
CCCNC(=O)Cn1cnc2sc(C(=O)Nc3cc(OC)c(OC)c(OC)c3)c(C)c2c1=O
  13	-3	-15	-4	0	-13	15	-7	1
CCCCCN(C(=O)CCC(=O)OCCOc1ccccc1)c1c(N)n(CCCC)c(=O)[nH]c1=O
  -3	11	8	-6	-6	-16	12	15	3
CC1CCCCC1NS(=O)(=O)c1ccc(S(=O)(=O)N2CCN(CCC#N)CC2)cc1 (stereo not drawn)
  4	-6	-65	-9	0	7	11	13	-3
CCC(CC)=NNc1ccc(S(N)(=O)=O)cc1[N+](=O)[O-]
  -3	8	-13	6	-2	9	47*	4	5
Cc1ccc(NNC(=O)c2ccno2)c(C)c1
  2	-2	3	-6	-5	-18	11	14	-1
CCOc1[nH]n(-c2ccccc2)c(=O)c1C=Nc1ccc(Cl)cc1
  -2	-7	14	-6	0	-11	40*	-4	3

3 compounds from above, reduced to PfGluPho inh and SENP8 block-1.
| Structure | PfGluPho inh | SENP8 block-1 |
| --- | --- | --- |
| CCCNC(=O)Cn1cnc2sc(C(=O)Nc3cc(OC)c(OC)c(OC)c3)c(C)c2c1=O | -3 | 15 |
| COc1ccc(S(=O)(=O)N(C)CC(=O)Nc2ccc3c(c2)OCCO3)cc1 | 5 | 23 |
| CCCCCN(C(=O)CCC(=O)OCCOc1ccccc1)c1c(N)n(CCCC)c(=O)[nH]c1=O | 11 | 12 |

Carrying on.
Order of values – HKDC1 inh	PfGluPho inh	Apaf-1 inh	SENP8 block-2	SENP7 inh	SENP6 inh	SENP8 block-1	NALP3 yeast inh	SENP1 inh
Cc1cc(NS(=O)(=O)c2ccc(NC(=O)COc3ccc(C#N)cc3)cc2)nc(C)n1
  -1	5	-1	4	12	-4	-1	-5	-3
COc1ccc(C(=O)NC(=S)Nc2ccc3c(c2)Cc2ccccc2-3)cc1
  0	-4	-4	4	-10	-1	-9	9	0
COc1ccc(OC)c(NCc2nnc(-c3ccccc3)o2)c1
  2	8	5	-2	16	-9	5	27	1
COc1cnn(-c2ccc([N+](=O)[O-])cc2)c(=O)c1Cl
  4	-3	3	-7	7	-1	26	-40	2
O=C(NNC(=O)c1cc2cc(OC(F)(F)F)ccc2[nH]1)c1cccc(C(F)(F)F)c1
  -8	-24	-11	13	5	-2	8	15	-2
O=C(NC1CCCCC1)C(c1ccncc1)N(C(=O)c1csnn1)c1ccccc1 (stereo not drawn)
  -4	2	1	-5	-8	-17	28	8	4
CCN(CC)C(=O)C(Cc1ccccc1)N1C(=O)c2ccccc2C1=O (stereo not drawn)
  6	-11	-1	-1	-6	3	27	7	0
O=C(Oc1cccc2ccccc12)C1CC1
  0	15	3	-11	-5	-8	16	15	2
O=C(NC(Cc1c[nH]c2ccccc12)C(=O)O)/C(=C/c1ccc2c(c1)OCO2)NC(=O)c1ccccc1 (stereo not drawn)
  -11	16	15	9	3	9	2	-6	-13
CCCn1c(NCc2cccc(OC)c2O)nc2ccccc21
  -2	0	2	-1	-2	-5	14	8	-1
